High-throughput results from PubChem BioAssay.
RGS4 inh = RGS4 inhibitors, primary screen, cell-based, HEK293 M3R inducible RGS4, calcium flux | 310,000 tested, 0.45% active | AID 463165, 2010 | B-score at 10 µM | Fluo-4 calcium flux; stronger effect = higher value; triggered by carbachol at its EC20;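 active = B-score, a plate-corrected calcium signal, over three deviations above library mean, with baseline fluorescence within five deviations of library mean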;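 note: RGS4 expression induced by doxycycline in cells with stable M3 receptor; B-score is computed from the integrated fluorescence ratio over baseline after carbachol; higher B-score means a larger calcium signal and so more RGS4 inhibition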
MrgX1 allo act = positive allosteric modulators of MrgX1, primary screen, HEK293 cells, Fluo-4 calcium flux | B-score at 10 µM | Mas-related G-protein coupled receptor member X1 (Homo sapiens), Q96LB2 | AID 588675, 2011 | FDSS; stronger effect = higher value | 310,000 tested, 0.63% active;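 active = plate-corrected calcium response at least 3 library SD above typical, normal starting fluorescence, not activating the receptor alone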;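 note: compound read alongside a low EC10 to EC30 dose of BAM8-22 agonist; peak minus trough fluorescence over baseline measured at the second addition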
MrgX1 ag = agonists of human MrgX1 receptor, primary screen, HEK293 cells, Fluo-4 calcium flux; Mas-related G-protein coupled receptor member X1 (Homo sapiens), Q96LB2; Fluo-4 calcium fluorescence, agonist mode; stronger effect = higher value; B-score at 10 µM; 310,000 tested, 0.44% active; AID 588627, 2011;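 active = calcium response B-score plate-corrected fluorescence ratio at least 3 library SD, with starting fluorescence B-score inside 5 SD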
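Test system: Stable human MrgX1 HEK293 cell line | Schedule: Overnight plating before 1 h dye loading | Read-out basis: Baseline-normalised fluorescence change ratio, B-scored | Detection: Kinetic calcium dye fluorescence, Fluo-4 NW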
TMEM16A act = TMEM16A chloride channel activators or potentiators, primary screen, cell-based, HTS; Anoctamin-1 (Mus musculus), Q8BHY3; HEK293 TMEM16A/YFP-H148Q/I152L, iodide quench fluorescence; stronger effect = lower value; B-score at 10 µM; 340,000 tested, 0.3% active; AID 623877, 2012;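 active = fluorescence-ratio B-score plate-corrected deviation score at least 3 library SD below zero, with starting fluorescence score within 5 deviations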;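 note: channel opened by trigger with iodide after compound preincubation; score built on the fluorescence ratio of max minus min over baseline; more negative score means more quench and so TMEM16A activation or potentiation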
Target sequence (Q8BHY3 whole entry, looked up): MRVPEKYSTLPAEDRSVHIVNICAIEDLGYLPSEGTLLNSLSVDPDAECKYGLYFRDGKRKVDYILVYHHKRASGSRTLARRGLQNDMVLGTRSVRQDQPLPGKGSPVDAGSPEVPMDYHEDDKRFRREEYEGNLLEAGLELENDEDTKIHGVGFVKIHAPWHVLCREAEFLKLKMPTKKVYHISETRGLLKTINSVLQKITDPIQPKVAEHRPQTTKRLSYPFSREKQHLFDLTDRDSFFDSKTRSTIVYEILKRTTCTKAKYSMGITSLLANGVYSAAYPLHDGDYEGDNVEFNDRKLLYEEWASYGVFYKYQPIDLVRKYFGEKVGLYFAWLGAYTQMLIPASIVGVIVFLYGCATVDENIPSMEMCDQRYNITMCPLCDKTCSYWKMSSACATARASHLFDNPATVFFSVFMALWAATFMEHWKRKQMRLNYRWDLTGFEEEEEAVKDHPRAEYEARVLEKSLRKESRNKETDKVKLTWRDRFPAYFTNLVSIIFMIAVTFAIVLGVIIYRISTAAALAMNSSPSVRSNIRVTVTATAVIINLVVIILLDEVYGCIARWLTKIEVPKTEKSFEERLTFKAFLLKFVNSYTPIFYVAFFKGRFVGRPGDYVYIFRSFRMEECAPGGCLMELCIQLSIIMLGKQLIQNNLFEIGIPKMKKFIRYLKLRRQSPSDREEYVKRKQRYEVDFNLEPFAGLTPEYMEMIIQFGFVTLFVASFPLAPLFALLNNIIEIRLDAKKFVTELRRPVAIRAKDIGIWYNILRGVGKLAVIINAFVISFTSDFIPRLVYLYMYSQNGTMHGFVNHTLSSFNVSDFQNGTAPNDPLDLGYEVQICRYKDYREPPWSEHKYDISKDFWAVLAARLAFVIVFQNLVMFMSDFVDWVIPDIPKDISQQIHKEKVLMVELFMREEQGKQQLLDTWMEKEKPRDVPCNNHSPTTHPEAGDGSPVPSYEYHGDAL
TMEM16A inh = TMEM16A chloride channel inhibitors, primary screen, cell-based, HTS; Anoctamin-1 (Mus musculus), Q8BHY3; 310,000 tested, 1.2% active; HEK293 TMEM16A/YFP iodide influx fluorescence, ionomycin; normalized B-score (activity score, 25-100; higher = stronger inhibition) at 10 µM;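 active = ratio plate-corrected score three or more library SD toward inhibition, starting fluorescence score within five deviations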;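 note: score derived from kinetic fluorescence span divided by baseline fluorescence per well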
TRPC4 act = activators of mouse TRPC4 channel, primary screen, Fluo4 calcium, HEK293 TRPC4beta/mu-opioid cells; Short transient receptor potential channel 4 (Mus musculus), Q9QUQ5; Fluo4 calcium fluorescence; stronger effect = higher value; B-score at 10 µM; 310,000 tested, 0.49% active; AID 2237, 2010;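 active = B-score above 5 SD of library B-scores, and initial fluorescence ratio not above library mean plus 5 SD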;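 note: positive B-score marks a calcium rise read as TRPC4 activation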
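Assay system: HEK293 cells stably co-expressing mouse TRPC4beta and mu-opioid receptor / Timing: Fluo4 dye loading 45 min at room temperature, 110 s recording / Signal: Fluo4 calcium-sensitive dye fluorescence, kinetic, 1 Hz baseline / Read-out: integrated baseline-normalised fluorescence ratio, converted to per-well B score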
TRPC4 block = inhibitors of mouse TRPC4 channel, primary screen, Fluo4 calcium, HEK293 TRPC4beta/mu-opioid cells. AID 2247, 2010. B-score at 10 µM. 300,000 tested, 0.39% active. DAMGO-evoked Fluo4 calcium flux; stronger effect = lower value;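 active = B-score over 3 SD under the library average, no early fluorescence shift, positive overall ratio signal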
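Material: HEK293 cells with stable TRPC4beta plus mu-opioid receptor expression / Probe or stimulus: DAMGO in two steps, submaximal then maximal / Compound: single concentration per test compound / Technique: kinetic Fluo4 fluorescence imaging of calcium influx / Read-out: per-well B score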
TRPC4 PAM = positive allosteric modulators of TRPC4, primary screen, cell-based, mouse TRPC4beta, HEK293 mu-opioid, Fluo-4 calcium | Short transient receptor potential channel 4 (Mus musculus), Q9QUQ5 | DAMGO EC20, Fluo-4 Ca2+ flux; stronger effect = higher value | B-score at 10 µM | 310,000 tested, 0.42% active | AID 2227, 2009;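 active = B-score of calcium response area above 5 SD of library B-scores, with initial fluorescence ratio within 5 SD of library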;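 note: B-score of integrated fluorescence ratio over time as area under calcium response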
MrgX1 antag = antagonists of human MrgX1 receptor, primary screen, HEK293 cells, Fluo-4 calcium flux. BAM8-22 antagonism; stronger effect = lower value. Mas-related G-protein coupled receptor member X1 (Homo sapiens), Q96LB2. B-score at 10 µM. 310,000 tested, 1.3% active;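 active = calcium-response B-score plate-corrected more than 3 library SD below zero, starting fluorescence within 5 deviations, no agonist response on first addition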;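 note: peak minus trough fluorescence over baseline after final BAM8-22 challenge near maximal dose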
TRPC6 inhibitor = mouse TRPC6 channel inhibitors, primary screen, cell-based, HEK293, membrane potential dye. Short transient receptor potential channel 6 (Mus musculus), Q61143. ACh-evoked depolarization; stronger effect = lower value. AID 2553, 2010. 310,000 tested, 1.1% active. B-score at 10 µM;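 active = B-score under library mean minus 3 SD, initial fluorescence not abnormally high, positive integrated signal ratio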;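 note: B-score derived from integrated fluorescence ratio over the kinetic read; more negative B-score means stronger inhibition of depolarization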
TRPC6 activator = mouse TRPC6 channel activators, primary screen, cell-based, HEK293, membrane potential dye. 310,000 tested, 0.13% active. HEK293-TRPC6 membrane potential dye fluorescence; stronger effect = higher value. B-score at 10 µM;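 active = B-score of the integrated fluorescence ratio above library mean plus 3 SD, and starting fluorescence ratio within library mean plus 5 SD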;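 note: higher score means more depolarization so channel activation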
Calls only; i = inactive; . = not tested or not shown. Compounds were not picked by outcome; 5.8% or so of the library scored in one or more.

SMILES	RGS4 inh	MrgX1 allo act	MrgX1 ag	TMEM16A act	TMEM16A inh	TRPC4 act	TRPC4 block	TRPC4 PAM	MrgX1 antag	TRPC6 inhibitor	TRPC6 activator
CC(C)n1c(SCCCc2ccccc2)nc2c1c(=O)[nH]c(=O)n2C	i	.	.	i	.	i	i	i	.	i	i
Cc1ccccc1NC(=O)C1C2C=CC(C3CC23)C1C(=O)O (configuration not stated)	i	i	i	i	i	i	i	i	i	i	i
COc1ccc(NC(=S)N(CCCN2CCCCCC2)Cc2cccs2)cc1	i	i	i	i	i	i	i	i	i	i	i
CCc1nc(SCC(=O)c2ccc3c(c2)OCCO3)c2ccccc2n1	i	i	i	i	i	i	i	i	i	i	i
Cc1cc(SCC(=O)OCC(=O)N(C)c2ccccc2)nc2ccccc12	i	i	i	i	i	i	i	i	i	i	i
COc1ccc(Cl)cc1NC(=O)Nc1cn(C)nc1C	i	i	i	i	i	i	i	i	i	i	i
COc1ccc(C2CC(=O)C(C=NCCN3CCN(C(=S)Nc4ccccc4)CC3)=C(O)C2)cc1OC (configuration not stated)	i	i	i	i	i	i	i	i	i	i	i
O=C(NNC(=O)c1ccccc1C(=O)O)c1ccc(-c2ccccc2)cc1	i	i	i	.	i	i	i	i	i	i	i
Cc1c(Br)cc(C(=O)NCc2ccco2)c(C)c1C	i	i	i	i	i	i	i	i	i	i	i
O=C(COC(=O)C(O)C(O)C(=O)OCC(=O)c1ccc(C(F)(F)F)cc1)c1ccc(C(F)(F)F)cc1 (configuration not stated)	i	i	i	i	i	i	i	i	i	i	i
CCCc1nnc2c(N(C)S(=O)(=O)c3ccccc3)nc3ccccc3n12	i	i	i	i	i	i	i	i	i	i	i
CCOc1cc(NC(=S)NCC2CCCO2)c(OCC)cc1NC(=O)C1CC1 (configuration not stated)	i	i	i	i	i	i	i	i	i	i	i
Nc1c(C(=O)Nc2ccccc2)sc2nc3c(c(-c4ccco4)c12)CCCC3	i	i	i	i	i	i	i	i	i	i	i
COC(=O)c1ccc(OC(=O)c2ccncc2)cc1O	i	i	i	i	i	i	i	i	i	i	i
COc1ccc(CNC(=O)c2ccc(Cn3nc(C)cc3C)o2)cc1	i	i	i	i	i	i	i	i	i	i	i
c1ccc(CSc2ccc(-c3cccnc3)nn2)nc1	i	i	i	i	i	i	i	i	i	i	i
Cc1ccccc1C1CCCN(Cc2nc(CC3CC3)no2)C1 (configuration not stated)	i	i	i	i	i	i	i	i	i	i	i
Cc1nnc(SCC(=O)c2c(N)n(C)c(=O)n(C)c2=O)[nH]c1=O	i	i	i	i	i	i	i	i	i	i	i
Cc1nn(-c2ccc(N3CCCCC3)nn2)c(C)c1CCC(=O)Nc1ccc(F)c(F)c1	i	i	i	i	i	i	i	i	i	i	i
CC(C)C(C(=O)OCC(=O)c1ccccc1)N1C(=O)C2C3C=CC(C3)C2C1=O (configuration not stated)	i	i	i	i	i	i	i	i	i	i	i
O=C1CSC(c2ccccc2O)N1Cc1ccccc1 (configuration not stated)	i	i	i	i	i	i	i	i	i	i	i
Nc1nc(Sc2ccc([N+](=O)[O-])cc2[N+](=O)[O-])n[nH]1	i	i	i	i	i	i	i	i	i	i	i
Cc1cc(C)nc(SCc2ccc([N+](=O)[O-])cc2)n1	i	i	i	i	i	i	i	i	i	i	i
CCOc1cc(NC(=O)c2ccco2)c(OCC)cc1NC(=O)COc1ccccc1C	i	i	i	i	i	i	i	i	i	i	i
CCn1cc(CN2CCC(n3nccc3NC(=O)c3ccc(OC)cc3)CC2)cn1	i	i	i	i	i	i	i	i	i	i	i
CC(=O)Oc1ccc(C(=O)[C@H]2[C@H]3C(=O)N(c4ccc(C)cc4C)C(=O)[C@H]3[C@@H]3C=CC=NN32)cc1	i	i	i	i	i	i	i	i	i	i	i
Cc1c(C(c2ccccc2)c2c(C)n(C)n(-c3ccccc3)c2=O)c(=O)n(-c2ccccc2)n1C	i	i	i	i	i	i	i	i	i	i	i
Cc1onc(NC(=O)c2ccc(Cl)cc2Cl)c1Br	i	i	i	i	i	i	i	i	i	i	i
COc1ccc(-c2cc(CCCC(=O)N3CCN(c4ccc(OC)cc4)CC3)no2)cc1	i	i	i	i	i	i	i	i	i	i	i
O=C(CC(=O)Nc1cccc(F)c1)Nc1cccc(F)c1	i	i	i	i	i	i	i	i	i	i	i
O=C(Nc1ccc2c(c1)OCCO2)c1ccc(Br)s1	i	i	i	i	i	i	i	i	i	i	i
CN(CC(=O)Nn1cnnc1)S(=O)(=O)c1ccccc1	i	i	i	i	i	i	i	i	i	i	i
COc1ccc(CCNC(=O)C2(C)CCC(=O)N2CCC(C)C)cc1OC (configuration not stated)	i	i	i	i	i	i	i	i	i	i	i
COCCn1c(=NC(=O)c2sc3ccccc3c2Cl)sc2cc(S(N)(=O)=O)ccc21	i	i	i	i	i	i	i	i	i	i	i
COc1ccc(/C=N/NC(=O)c2c(-c3ccccc3)noc2C)cc1[N+](=O)[O-]	i	i	i	i	i	i	i	i	i	i	i
CCCCOc1ccc(CSCCNC(=S)Nc2ccccc2)cc1	i	i	i	i	i	i	i	i	i	i	i
COc1ccc(N2CCN(C(=O)CS(=O)Cc3nc(-c4ccc(OC)c(OC)c4)oc3C)CC2)cc1 (configuration not stated)	i	i	i	i	i	i	i	i	i	i	i
Cc1cc(Cl)ccc1OCCCC(=O)NC1CCN(C)CC1	i	i	i	i	i	i	i	i	i	i	i
Cc1ccc(S(=O)(=O)c2nc(-c3ccco3)oc2NCC2CCCO2)cc1 (configuration not stated)	.	i	i	i	i	.	.	.	i	.	.
c1ccc(COc2ccc(CNn3cnnc3)cc2)cc1	i	i	i	i	i	i	i	i	i	i	i
O=C(O)CCc1ccc(-c2ccccc2)n1Cc1ccco1	i	i	i	i	i	i	i	i	i	i	i
CCC(=O)Nc1nnc(SCc2ccccc2F)s1	i	i	i	i	i	i	i	i	i	i	i
CCOc1nc2cnccc2n(CC(=O)Nc2ccc(C)c(C)c2)c1=O	i	i	i	i	i	i	i	i	i	i	i
CCOC(=O)CC(NCc1ccc(OC)c(OCC)c1)c1ccc(C)cc1 (configuration not stated)	i	i	i	i	i	i	i	i	i	i	i
CN(CCc1ccccn1)C(=O)c1ccc(OC(F)(F)F)cc1	i	i	i	i	i	i	i	i	i	i	i
COc1ccc(N(Cc2cc3ccc(C)cc3[nH]c2=O)C(=O)c2ccco2)cc1	i	i	i	i	i	i	i	i	i	i	i
CCCOc1ccc(N2C(=O)CC(N(Cc3ccco3)C(C)=O)C2=O)cc1 (configuration not stated)	i	i	i	i	i	i	i	i	i	i	i
Cc1ccc2cc(CN(Cc3ccco3)C(=O)c3ccccc3)c(=O)[nH]c2c1C	i	i	i	i	i	i	i	i	i	i	i
O=C(CN1CCN(Cc2ccc(Cl)cc2)CC1)N/N=C/c1ccccc1F	i	i	i	i	i	i	i	i	i	i	i
CCOC(=O)c1cccc(NC(=O)C2CCCN(S(=O)(=O)c3c(C)nn(C)c3C)C2)c1 (configuration not stated)	.	i	i	i	i	.	.	.	i	.	.
Cc1cccc(NC(=O)CSc2nnc(-c3ccco3)c(-c3ccco3)n2)c1C	i	i	i	i	i	i	i	i	i	i	i
Cc1cc(=O)[nH]c(-c2cccnc2)n1	i	i	i	i	i	i	i	i	i	i	i
NC(=O)c1cc2cc(Cc3ccccc3Cl)ccc2oc1=O	i	i	i	i	i	i	i	i	i	i	i
Cc1ccc(-n2ncc3c2CC(C)(C)CC3NC(=O)CCCN2CCCCC2=O)cc1 (configuration not stated)	i	i	i	i	i	i	i	i	i	i	i
C=CCOC(=O)C1=C(C)NC(SCC(=O)OCC)=C(C#N)C1c1ccc(C)cc1 (configuration not stated)	i	i	i	i	i	i	i	i	i	i	i
CCN(Cc1ccncc1)Cc1nc(CC2CC2)no1	i	i	i	i	i	i	i	i	i	i	i
c1ccc(CSC2=NCCS2)cc1	i	i	i	i	i	i	i	i	i	i	i
CCOC(=O)c1ccc(NC(=O)CC2C(=O)N(c3ccc(F)cc3)C(=O)N2CCCOC)cc1 (configuration not stated)	i	i	i	i	i	i	i	i	i	i	i
COc1ccccc1CCNC(=O)c1csc2c1CCCC2	i	i	i	i	i	i	i	i	i	i	i
Cc1ccccc1C(=O)NC(=S)Nc1ccc(S(=O)(=O)N2CCN(C)CC2)cc1	i	i	i	i	i	i	i	i	i	i	i

Next results:
SMILES	RGS4 inh	MrgX1 allo act	MrgX1 ag	TMEM16A act	TMEM16A inh	TRPC4 act	TRPC4 block	TRPC4 PAM	MrgX1 antag	TRPC6 inhibitor	TRPC6 activator
NC(=O)C1CCCN(C(=O)NC2CCCCC2)C1 (configuration not stated)	i	i	i	i	i	i	i	i	i	i	i
Cn1ccnc1COc1ccc(/C=N/O)cc1	i	i	i	i	i	i	i	i	i	i	i
COc1ccc(CCC(=O)NCc2ccccc2OC)cc1	i	i	i	.	i	i	i	i	i	i	i
CCOc1ccc(NS(=O)(=O)c2ccc(C(=O)N3CCC3)cc2)cc1	i	i	i	i	i	i	i	i	i	i	i
CCOC(=O)N1CCN(c2nc(C)c3c(n2)CCCC3=O)CC1	i	i	i	i	i	i	i	i	i	i	i
